Source: PubChem
mcGAS inh – cyclic GMP-AMP synthase inhibitors, mouse, primary biochemical chemiluminescence. Q8C6L5. recombinant cGAS, Kinase-Glo ATP depletion luminescence. inhibition, % at 12.5 µM. 160,000 compounds, 0.15% hits;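 also: 0% = negative control wells and 100% = reference inhibitor with no enzyme activity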
hcGAS lum – Primary biochemical luminescence assay for human cyclic GMP-AMP synthase inhibitors. 290,000 compounds, 0.081% hits. recombinant h-cGAS, ATP depletion, Kinase-Glo luminescence. Q8N884. inhibition, % at 12.5 µM;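 also: 0% = vehicle reaction and 100% = reaction without DNA for no activity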
Target sequence (Q8N884 whole entry, looked up): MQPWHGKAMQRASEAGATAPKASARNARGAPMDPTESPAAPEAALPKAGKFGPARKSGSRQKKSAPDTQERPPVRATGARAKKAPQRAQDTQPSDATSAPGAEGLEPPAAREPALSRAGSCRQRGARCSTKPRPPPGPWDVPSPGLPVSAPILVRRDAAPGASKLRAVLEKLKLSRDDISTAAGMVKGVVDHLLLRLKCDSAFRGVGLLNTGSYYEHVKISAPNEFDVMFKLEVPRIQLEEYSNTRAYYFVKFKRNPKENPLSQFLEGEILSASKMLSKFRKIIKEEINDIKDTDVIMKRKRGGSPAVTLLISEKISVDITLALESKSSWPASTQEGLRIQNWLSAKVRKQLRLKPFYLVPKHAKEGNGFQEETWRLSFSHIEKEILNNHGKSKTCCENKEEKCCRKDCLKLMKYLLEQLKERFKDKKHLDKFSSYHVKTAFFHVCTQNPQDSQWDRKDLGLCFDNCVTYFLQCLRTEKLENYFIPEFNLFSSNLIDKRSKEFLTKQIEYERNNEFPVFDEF
NPYLR7 agonist – agonists of mosquito NPYLR7 receptor, primary screen, cell-based, Aedes aegypti, calcium fluorescence, mosquito biting behavior; HEK293T NPYLR7/Galpha15, GCaMP6s calcium fluorescence; 270,000 compounds, 0.15% hits; activation, % at 10 µM; AID 1259423, 2018; Aedes aegypti neuropeptide Y-like receptor 7 (NPYLR7); in the data active = activation above about 40%;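 also: 0% = vehicle and 100% = reference agonist at the receptor; some compounds past the cut are filed as inactive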
Active calls of the source: *; nt = no result given; & = joins results of further samples. Rule as the data show it, unless noted: active = inhibition above about 40%; inactive = the rest. Rows are unselected. About 0.29% of those tested had a hit in this group.

Order of results – mcGAS inh, hcGAS lum, NPYLR7 agonist
CCS(=O)(=O)Oc1ccc(Cl)cc1CN(C(=O)c1ccccc1Cl)C(C)C
    0, 0, nt
CC(=NCCCN1CCOCC1)c1c(C(F)(F)F)[nH]n(-c2nc3ccccc3s2)c1=O
    nt, -2, 3
O=C(NC1CC1)C1CCN(C2CCN(Cc3c[nH]c4ccccc34)CC2)CC1
    -4, -11, -2
CCc1ccc(S(=O)(=O)Nc2nnc(CC(C)C)s2)s1
    nt, -4, 5
CCOc1ccccc1CN(Cc1nn(C)cc1Cl)C1CC1
    -12, -6, -6
COc1ccc(C2=NN(c3ccc([N+](=O)[O-])cc3)C(c3ccc(F)cc3)C2)cc1 (stereo unspecified)
    -4, 1, -6
CC(=O)c1sc(=Nc2ccc(C)cc2)n(CCCO)c1C
    -9, -9, -4
CCCCCCC(=O)N1CCC2(CC1)SCCN2C(=O)c1cccc(F)c1
    3, 3, -7
Cc1cc(C)cc(NC(=O)Cc2csc(NC(=O)c3cccs3)n2)c1
    nt, -6, 12
COc1ccc(CN2CCC(C(=O)NC(c3ccc(OC)cc3)c3cccs3)CC2)cc1 (stereo unspecified)
    -3, -5, 10
Cc1noc(C)c1CNS(=O)(=O)Cc1ccc(Cl)nc1
    nt, -10, 10
Cc1cc(C(F)(F)F)nn1CC(=O)NCCc1ccccc1
    nt, -8, 0
COCCNC(=O)C(NC(=O)c1ccccc1C)C1CCN(C(=O)c2ccc(OC)cc2)CC1 (stereo unspecified)
    -6, -7, -1
c1ccc(C2Nc3ccccc3-c3nc4ccccc4n32)cc1 (stereo unspecified)
    nt, -2, -9
CN(C(=O)c1ccc(N2CCCC2)c([N+](=O)[O-])c1)C1CCCCC1
    -6, -5, -1

Quoted from the listing:
Reading for `CN(C(=O)c1ccc(N2CCCC2)c([N+](=O)[O-])c1)C1CCCCC1` under NPYLR7 agonist: -1
Reading for `CCOc1ccccc1CN(Cc1nn(C)cc1Cl)C1CC1` under mcGAS inh: -12
Reading for `CC(=NCCCN1CCOCC1)c1c(C(F)(F)F)[nH]n(-c2nc3ccccc3s2)c1=O` under hcGAS lum: -2

The results go on:
Order of results – mcGAS inh, hcGAS lum, NPYLR7 agonist
COc1ccc(N2CCN(C(=O)C3CC=CCC3C(=O)NCC3CCCCC3)CC2)cc1 (stereo unspecified)
    nt, -4, -12
COc1nn(C)cc1-c1nnc(SC(C)C)n1C
    -11, -8, 8
CCCCN(CC(=O)N(CCc1c[nH]c2ccccc12)Cc1ccccc1)C(=O)CSc1ccccc1
    -6, -4, 13
O=S(=O)(c1ccc2c(c1)nc(SCc1cc(F)c(F)c(F)c1F)n2CCCN1CCOCC1)N1CCOCC1
    -3, 0, 1
O=C(c1nn2c(C(F)(F)F)cc(-c3ccc(Br)cc3)nc2c1Br)N1CCCCC1
    -6, -5, -11
CN1CCC(NC(=O)CCc2ncc(-c3ccc(F)cc3)o2)CC1
    nt, -14, -1
CN(C)CCCN1c2ccccc2CCc2ccc(Cl)cc21
    -5&-3&2, -2&3&-7&-1&2, -3&-8&-2&6&-15
CCCC(=O)Nc1cc(C(=O)N(C)CC2COc3ccccc3O2)ccc1C (stereo unspecified)
    nt, 0, 8
Cc1cc(C)cc(NC(=O)CSc2nc(=O)n(Cc3cccnc3)c3c2CCC3)c1
    -9, -8, -2
COC(=O)C12C=CC(=O)C1C1C=CC2C1 (stereo unspecified)
    nt, -7, 4
CCOC(=O)c1ccc(OC2CC3CCC(C2)N3C(=O)c2ccc(CSc3ccc(C)c(C)c3)cc2)cc1 (stereo unspecified)
    -7, -5, 19
COc1ccccc1-n1c(SCCCC(=O)N2CCC(Cc3ccccc3)CC2)nnc1-c1ccc(C)cc1
    0, 0, -9
O=C(NCc1cccs1)c1cccnc1N1CCN(C(=O)c2c(F)cc(F)cc2F)CC1
    -8, 1, 19
COc1ccccc1N1CCN([C@H]2[C@@H]3OC[C@@H](O3)[C@@H](N(CC3CC3)CC3CC3)[C@@H]2O)CC1
    -8, -5, -6
CC(=O)N1CCN(C(=O)CSc2nnc(-c3c[nH]c4ccccc34)n2-c2ccc(Cl)cc2)CC1
    -7, -10, 0
CCCCc1ccc(-n2c(C)c(C)n3c4c(=O)n(CCCO)c(=O)n(C)c4nc23)cc1
    -7, -2, 3
O=C(/C=C\c1ccc2c(c1)OCO2)Nc1c2c(nn1-c1ccc(F)cc1)CSC2
    nt, -2, 1
C1=C(CCN(CCc2cn[nH]c2)CC2CC2)CCCC1
    -6, -14, nt
CCCCCCNC(=O)c1cc(-c2ccc(Cl)cc2)n(-c2ccc(OC)cc2)c1C
    -6, -14, -6
Cc1ccc(C)c(-c2cc(C(=O)N(CCC(=O)NCc3ccco3)CC(C)C)no2)c1
    -4, -5, nt
CC(C(=O)NC(N)=O)N1CCC(C(=O)Nc2ccc(F)cc2)CC1 (stereo unspecified)
    -10, -1, 11
C=CCn1c(=O)c2c3c(sc2n2c(Nc4ccccc4)nnc12)CCC3
    -3, -2, 2
C=C(C)Cn1c(=O)c2c(nc3n2CCCN3c2ccc(Cl)cc2)n(C)c1=O
    nt, -3, 2
CC(C)N1CCC(N2CCN(Cc3c[nH]c4ccccc34)CC2CCO)CC1 (stereo unspecified)
    nt, -5, 5
CC(C)c1cc(=O)n(CC(=O)NCCc2ccccc2)cn1
    nt, -12, 11
N#Cc1cc(F)c(N2CCOC(c3ccc(Br)cc3)C2)c(F)c1 (stereo unspecified)
    nt, -4, 11
CC1=C(C(=O)Nc2cccnc2)C(c2cccnc2)n2nc(SCc3ccccc3)nc2N1 (stereo unspecified)
    nt, -9, -1
Cn1nnc2c(N3CCN(c4ccc(F)cc4)CC3)ncnc21
    nt, -11, 14
COCCCNC(=O)C(NC(=O)c1ccc(OC)cc1)C1CCN(S(=O)(=O)c2ccc(C)cc2)CC1 (stereo unspecified)
    0, 2, -13
COc1ccc(NC(=O)C2(C)CCN2Cc2cccc(OC)c2F)cc1OC (stereo unspecified)
    nt, -5, -5
COc1cccc(C2SCCN2C(=O)C2CC2)c1OC (stereo unspecified)
    -6, -9, -7
Cc1c(C)n2c3c(=O)n(Cc4ccccc4F)c(=O)n(C)c3nc2n1CC1CCCO1 (stereo unspecified)
    nt, -3, -2
Cc1ccccc1-c1noc(CCC(=O)N2CCC3(CN(C)C(=O)O3)C2)n1 (stereo unspecified)
    nt, -7, 1
Cc1ccccc1CSc1[nH]c(=O)ncc1C
    -5, -4, -1
Cc1ccc(-c2nc3scc(CCNS(=O)(=O)c4ccc(Oc5ccccc5)cc4)n3n2)cc1
    -1, 1, -17
C=C(C)CN1CCN(c2cc(CCC)nc3c4c(C)cc(C)nc4nn23)CC1
    -6, -3, 3
CCCn1c(=O)c2[nH]c(C3CCCC3)nc2n(CCC)c1=O
    -3&-2, 0&2, -10&-7
CCc1ncc(C(=O)NC(C)(C)CC(C)(C)C)s1
    nt, 2, 1
O=C1NC2(CCN(C(=O)Nc3ccc(Cl)cc3)CC2)Nc2ccc(Br)cc21
    -4, -5, 4
CCc1noc(CN2CCOc3c(O)cc(-c4nc(C)cnc4C)cc3C2)n1
    -18, -4, 7
COc1ccc(OC)c(S(=O)(=O)N2CCN(C(=O)Nc3ccc(Cl)cc3)CC2)c1
    nt, -9, 17
Nc1ncc(-c2cc(C(F)(F)F)cc(C(F)(F)F)c2)cc1-c1ccc(F)cc1F
    1, 1, -5
C=CCn1c(SCC(=O)NCCN2CCOCC2)nc2sc3c(c2c1=O)CCC3
    nt, -9&-8, 3&0
CC1=C(C(=O)O)Sc2nc3ccccc3c(=O)n2N1
    nt, -3, 5
Cc1ccc(S(C)(=O)=O)cc1C(=O)OCc1ccccc1C(F)(F)F
    13, 15, -2
COc1ccccc1-c1cc(C(=O)N2CCN(c3cccc(Cl)c3)CC2)n2nc(-c3ccc(Cl)cc3)cc2n1
    -5&-2, -2&-1, 16&-11
CCC(NC(=O)c1cc(COc2ccc(OC)cc2Cl)on1)c1ccncc1 (stereo unspecified)
    -1, -1, 7
CCC1(CC)NC(=O)N(CC(O)COc2cc(C)ccc2C)C1=O (stereo unspecified)
    -2, 7, 1
CSCc1noc(CN2CCCC3(CC2)CNC(=O)O3)n1 (stereo unspecified)
    nt, -12, 3
Cc1cc(C2=NNC(=NC3CC3)SC2)c(C)n1-c1ccccn1
    nt, -20&-6, -21&-2
O=C(Nc1cccc(Cl)c1)NC1CCN(c2ccccc2C(=O)NCCc2ccccc2)CC1
    -6, -4, 23
C=CCN(CC(=O)N(CCc1ccc(OC)c(OC)c1)Cc1ccc(C)o1)C(=O)Nc1cccc(F)c1
    -7, -9, -8
Cc1ccc2nc(-c3cccc(NC(=O)c4cc([N+](=O)[O-])ccc4Br)c3)oc2c1
    -6, 1, 9
COCCCN(CC(=O)N(Cc1ccccc1)Cc1cccs1)C(=O)C1CC1
    -3, -4, -1
COc1ccc(CC(=O)N2CCC[C@@H]2C(=O)NC2CCC(NC(=O)c3ccccc3)CC2)cc1 (stereo partly specified)
    -4, -2, 1
Cc1ccoc1C(=O)N1CC(=O)N(C2CCCCC2)CC(OCc2ccccc2)C1 (stereo unspecified)
    2, 3, -19
COCC(C)NS(=O)(=O)c1c(Cl)cccc1Cl (stereo unspecified)
    nt, -11, 4
CC(C)(C)NC(=O)C1(C)CC2c3ccccc3C1c1ccccc12 (stereo unspecified)
    nt, 0, -3
Cc1onc(-c2ccccc2)c1C(=O)Nc1ccc2c(c1)OCO2
    nt, -5, -2
Cc1cccc(NC(=O)N(CC(=O)N(CCc2c[nH]c3ccccc23)Cc2ccc(Cl)c(Cl)c2)C2CC2)c1C
    -3, 17, 32

A second format for 5 compounds above:
SMILES	mcGAS inh	hcGAS lum	NPYLR7 agonist
CCc1noc(CN2CCOc3c(O)cc(-c4nc(C)cnc4C)cc3C2)n1	-18	-4	7
COc1ccc(OC)c(S(=O)(=O)N2CCN(C(=O)Nc3ccc(Cl)cc3)CC2)c1	nt	-9	17
Nc1ncc(-c2cc(C(F)(F)F)cc(C(F)(F)F)c2)cc1-c1ccc(F)cc1F	1	1	-5
C=CCn1c(SCC(=O)NCCN2CCOCC2)nc2sc3c(c2c1=O)CCC3	nt	-9&-8	3&0
CC1=C(C(=O)O)Sc2nc3ccccc3c(=O)n2N1	nt	-3	5

(further entries)
Order of results – mcGAS inh, hcGAS lum, NPYLR7 agonist
CN1CCCC1(C)C(=O)Nc1ccc2scnc2c1 (stereo unspecified)
    -9, -12, 3
CC1(C)CN=C(SCc2nc3c(Br)cc(Br)cc3c(=O)[nH]2)NC1
    nt, -2, -1
COCc1ccc(CNC(=O)/C=C/c2ccc(C)s2)cc1
    nt, 0, 0
O=C(NCCn1ncccc1=O)NC1CCCCC1
    -14, -3, -14
CCOc1ccc(-c2nc(N)ncc2Oc2cccc(OC)c2)c(O)c1
    -9, -4, 2
CC1CN(C(=O)CCCSc2nnc(-c3ccccc3)n2-c2cccc(C(F)(F)F)c2)CCN1C(=O)c1ccc(F)cc1 (stereo unspecified)
    -4, -2, 7
COCCNC(=O)c1c(NC(=O)COc2ccccc2)sc2c1CCCC2
    -8, -7, 1
COc1cccc(C(=O)Nc2nn(C)c3c2CC(C)C(=O)N3)c1OC (stereo unspecified)
    -10, -8, -18
CC(C)OC(=O)C(C)(C)Oc1ccc(C(=O)c2ccc(Cl)cc2)cc1
    -5&-3, -2&-1&-7&-4, -6&-9&1&-8
CN(C)S(=O)(=O)c1cccc(NC(=O)CN(C)S(=O)(=O)c2cccs2)c1
    -7, -3, -1
CC1CCCCC1NC(=O)c1ccc[nH]c1=S (stereo unspecified)
    -5, 3, 1
Cc1cccc(-c2cc(N)n(-c3ccc(C(=O)NCCc4cccnc4)cc3)n2)c1
    -6, -5, -6
COc1ccccc1-n1c(CNC(=O)COc2ccccc2)nnc1SCC(=O)N1CCc2ccccc21
    -5, -6, 7
O=C(O)Cn1nncc1-c1ccc(C(F)(F)F)cc1
    nt, -12, 3
COc1ccc(N2C(=O)CN(C(=O)COc3ccccc3OC)CC23CCCC3)cc1
    -7, -1, -2
CC(O)C1CCN(C(=O)c2ccc(F)c(Br)c2)CC1 (stereo unspecified)
    -7, -12, 8
O=C(c1cccc(F)c1)N1CCC(CN2C(=O)CSC2c2ccc(Cl)c(Cl)c2)CC1 (stereo unspecified)
    -4, -7, 13
O=C(NCc1ccncc1)C1(c2cccc(Br)c2)CC1
    -7, -3, 4
CCCN(Cc1ccc(C)cc1)C(=O)c1cnc2c(c1)c(=O)[nH]c(=O)n2C
    nt, -14, 7
COc1cc(CCC(=O)N2CCN(C(C)=O)CC2)cc(OC)c1OC
    nt, -8, 17
Cc1csc(C(=O)N2CCC(C(=O)NCC#N)CC2)c1
    nt, -1, 4
OC1(C(F)(F)F)CC(/C=C/c2ccccc2)=NO1 (stereo unspecified)
    nt, -11, 6
CCOc1ccc(CN(Cc2nc(C(=O)NCCN3CCOCC3)co2)C(C)CC)cc1 (stereo unspecified)
    -4, -1, 15
O=C1CCCCCC1C1(O)C(=O)Nc2ccc(Br)cc21 (stereo unspecified)
    nt, -9, 5
CC1CN(C(=O)CCc2nc(C(C)C)no2)c2ccccc2N(C(=O)OC(C)(C)C)C1 (stereo unspecified)
    nt, -8, 0
COc1cccc(C=CC(=O)c2ccc(C#N)cc2)c1OC
    nt, -10, 12
Cc1cccc(NC(=O)c2cn(CC3CCCO3)cc3c(=O)n(-c4ccccc4)nc2-3)c1 (stereo unspecified)
    -9, -4, 7
COCC1(C(=O)NCC2CC(=O)N(C3CCCC3)C2)CCC1 (stereo unspecified)
    -15, -8, 2
CC(C)Cc1nc(N2CCCN(C(=O)c3ccc(Br)cc3)CC2)c2cnn(-c3ccccc3)c2n1
    -4, -3, 11
